OX1R antag-1 = antagonists of human orexin 1 receptor (OX1R); AID 485270, 2010; actives 1.8% (n = 330,000); Orexin/Hypocretin receptor type 1 (Homo sapiens), O43613; OX1R-expressing cells, FRET antagonist read-out; inhibition, % at 6.6 µM; in the data active means inhibition mostly above about 38%, no sharp cut-off; inactive means mostly below about 40%;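 further: 0% = agonist challenge alone and 100% = reference antagonist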
Target sequence (O43613 whole entry, looked up): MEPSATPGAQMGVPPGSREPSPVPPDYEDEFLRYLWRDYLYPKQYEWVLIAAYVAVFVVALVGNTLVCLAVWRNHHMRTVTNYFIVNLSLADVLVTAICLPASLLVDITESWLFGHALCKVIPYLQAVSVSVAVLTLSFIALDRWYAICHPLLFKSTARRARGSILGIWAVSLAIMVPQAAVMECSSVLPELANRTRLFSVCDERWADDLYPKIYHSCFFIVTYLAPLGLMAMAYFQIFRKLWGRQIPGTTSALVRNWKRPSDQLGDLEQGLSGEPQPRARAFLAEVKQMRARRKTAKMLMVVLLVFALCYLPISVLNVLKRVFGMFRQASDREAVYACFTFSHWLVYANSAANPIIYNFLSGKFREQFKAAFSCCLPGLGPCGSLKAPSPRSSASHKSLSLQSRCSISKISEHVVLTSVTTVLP
OX1R antag-2 = OX1R (HCRTR1) antagonists, primary screen, fluorescence, CHO/OX1R cells, Fluo-8 calcium, orexin A | Orexin/Hypocretin receptor type 1 (Homo sapiens), O43613 | Fluo-8 calcium fluorescence | inhibition, % at 5 µM | actives 0.43% (n = 330,000) | AID 434989, 2010;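 active means inhibition above its plate's threshold, mean inhibition of all tested compounds on the plate plus 3 SD, cut at about 37% in these data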;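 further: 0% = orexin A challenge wells and 100% = SB-334867-A antagonist wells; not every result past the cut was called active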
CHT PAM = CHT positive allosteric modulators, primary screen, cell-based, membrane potential dye, choline EC20. actives 0.49% (n = 310,000). CHT-expressing cells; stronger effect = higher value; LV-AA mutant CHT in HEK293 cells. B-score at 10 µM. AID 488977, 2010. High affinity choline transporter 1 (Homo sapiens), Q9GZV3;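 active means initial fluorescence not abnormally high and integrated response B-score, plate-corrected, over 3 SD above library mean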
Target sequence (Q9GZV3 whole entry, looked up): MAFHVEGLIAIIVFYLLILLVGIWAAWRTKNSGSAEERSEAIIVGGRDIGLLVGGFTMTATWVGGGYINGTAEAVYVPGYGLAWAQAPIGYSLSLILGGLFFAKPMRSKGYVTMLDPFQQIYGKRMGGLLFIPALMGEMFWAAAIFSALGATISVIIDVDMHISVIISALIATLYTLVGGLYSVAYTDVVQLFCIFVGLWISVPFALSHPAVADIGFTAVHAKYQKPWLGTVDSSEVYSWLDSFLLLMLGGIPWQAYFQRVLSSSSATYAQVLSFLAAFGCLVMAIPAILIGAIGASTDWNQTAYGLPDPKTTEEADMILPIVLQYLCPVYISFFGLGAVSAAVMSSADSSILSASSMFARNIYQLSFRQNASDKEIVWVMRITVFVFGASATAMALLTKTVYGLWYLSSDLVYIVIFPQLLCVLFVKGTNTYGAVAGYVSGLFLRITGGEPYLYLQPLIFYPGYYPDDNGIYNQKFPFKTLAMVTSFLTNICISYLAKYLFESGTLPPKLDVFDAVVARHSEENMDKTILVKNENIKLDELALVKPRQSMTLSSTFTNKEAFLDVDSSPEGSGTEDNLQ
An asterisk follows results filed as active; i = inactive; / = not tested or not shown. The order is random; overall some 2.5% were active at least once.

SMILES	OX1R antag-1	OX1R antag-2	CHT PAM
O=C(Nc1cccnc1)c1ccc(-c2ccc(Cl)cc2)o1	46	-28	i
COc1ccc(-c2cc(C(=O)N3CCCCC3)no2)cc1OC	12	-4	i
O=S(=O)(Nc1ncnc2sc3c(c12)CCC3)c1ccc2ccccc2c1	54	-24	i
CCN(CC)Cc1c(O)ccc2cc(-c3nc4ccccc4n3C)c(=O)oc12	16	12	i
Cc1cccc(C)c1NC(=O)COC(=O)c1cccnc1	-4	-5	i
Cn1c(-c2ccccc2)n[nH]c1=S	9	-4	i
CC1CCN(CCCCOc2ccc(Cl)cc2)CC1	1	-28	i
Cc1ccc2c(c1)COc1c3ccc(C(=O)NCCO)cc3nn1-2	61*	-13	i
O=C(NCc1ccc2c(c1)OCO2)C1CCCCC1	3	-11	i
Nc1n[nH]c(-c2ccc(F)cc2)n1	9	-1	i
CCC(CCC(=O)Nc1ccc(S(N)(=O)=O)cc1)C(=O)O (centres undefined)	5	-3	i
COc1ccc(OC)c(S(=O)(=O)N2CCCC(C(=O)NCc3ccncc3)C2)c1 (centres undefined)	6	-24	i
Cc1ccc(S(=O)(=O)N2CCN(C(=O)COC(=O)c3cnc(C)cn3)CC2)c(C)c1	23	-25	i
Cc1cccc(C(=O)Nc2nnc(-c3ccco3)o2)c1	-3	-10	i
O=C(c1ccco1)N1CCN(C(=O)C2CC(c3ccc(F)cc3)=NO2)CC1 (centres undefined)	16	-8	i
O=C(Cn1c(NCCO)nc2ccccc21)N1CCN(Cc2ccccc2)CC1	13	0	i
COc1ccc(C2=NOC(C)(c3nnc(-c4ccncc4)o3)C2)cc1 (centres undefined)	6	7	i
COCCNc1c2c(nc3c(-c4ccccc4)c(C)nn13)CCCC2	15	-26	i
Brc1ccc2c(c1)OCCOCCOCCOCCOCCO2	14	-25	i
CCOC(=O)C1CCN(c2c(-c3ccccc3)c3cc(Cl)ccc3[nH]c2=O)CC1	12	-16	i
O=S(=O)(NCc1ccccc1)c1ccc(-n2cccn2)cc1	25	17	i
CN(CCC(=O)Nc1ccc(Cl)cc1)Cc1ccccc1	15	-14	i
Cc1ccc(C(=O)NCC(=O)NCc2cc(=O)n(C)c(=O)n2C)cc1C	16	-4	i
CC1=CN2C(=NC(=O)CC2(C)C(=O)N(CC(=O)NC2CCCC2)c2cc(C)cc(C)c2)C=C1 (centres undefined)	15	-4	i
CC1=C(C(=O)OC2CCCCCCC2)C(c2cccc(O)c2)NC(=O)N1 (centres undefined)	16	-24	i

Additional results.
SMILES	OX1R antag-1	OX1R antag-2	CHT PAM
O=C(Cn1[nH]c(=O)c2ccccc2c1=O)NCc1cccnc1	4	0	i
COc1cccc2c1oc1c(SCc3nc4ccccc4[nH]3)nc(C)nc12	38	-19	/
CC(OC(=O)c1cc(=O)c2ccccc2o1)C(=O)Nc1ccc(N(C)C)cc1 (centres undefined)	11	-13	/
COC(=O)/C=C1\S/C(=N/N=C/c2ccco2)NC1=O	24	-8	i
CCOc1ccc(S(=O)(=O)n2cnc(C)c2)cc1	12	-20	i
COC(=O)[C@H](CCSC)NC(=O)N1CCC(C)CC1	16	-6	i
O=C1C=C(O)C(n2cncn2)C(c2ccc3c(c2)OCO3)C1 (centres undefined)	17	-13	i
CN1C2CCC1CC(NC(=O)c1cc(Cl)cc3[nH]cnc13)C2 (centres undefined)	1	-14	i
Cc1cccc(NC(=O)c2cccnc2Oc2ccccc2)c1C(=O)O	-4	4	i
COc1ccc(-n2ccnc(SCC(=O)NCc3ccc(C)cc3)c2=O)cc1Cl	16	-31	i
O=C(COC(=O)c1cccc(S(=O)(=O)N2CCCCC2)c1)NC1CCCCC1	3	-32	/
N#Cc1c(NC(=O)c2ccccc2)sc2c1CCCCC2	19	-34	i
COCCn1c(-c2ccc(OC)cc2)cnc1SCC(=O)Nc1ccc(OC)cc1OC	30	-33	i
CC/C(C)=N\N=C\c1c(O)n(CC)c2cc(C3=NNC(=O)CC3)ccc12	88*	-7	i
CCC(=O)N1CCN(c2ccccc2NC(=S)NC(=O)c2ccco2)CC1	12	-34	i
COc1ccc(Cl)cc1-n1c(C)cc(C=O)c1C	34	-13	i
O=C(CN(Cc1ccccc1Cl)C(=O)CNS(=O)(=O)c1ccc(F)cc1)NCC1CCCO1 (centres undefined)	12	-33	i
C=CCOc1cccc(C2c3c(oc4ccccc4c3=O)C(=O)N2c2ccccn2)c1 (centres undefined)	7	-21	i
Cn1nnnc1SCC(=O)NCC(=O)c1ccccc1	3	-1	i
C=CCN1C(=O)C(CC(=O)NCC)SC1=Nc1ccccc1OC (centres undefined)	19	-8	i
CCCC(O)(c1ccc(OC)cc1)C(CN(C)C)c1ccccc1 (centres undefined)	6	-33	i
COC(=O)c1nn(-c2ccc(F)cc2)ccc1=O	4	4	i
Cc1cc(NC(=O)c2ccc3nccnc3c2)ccc1Br	48*	12	/
CN(CC(=O)OCC(N)=O)S(=O)(=O)c1ccc(Cl)cc1	5	-17	i
O=C(/C=C/c1ccccc1Cl)N1CCCN(C(=O)/C=C/c2ccccc2Cl)CC1	40	-19	i

Entries above with an aryl methoxy group, in the order listed:
SMILES	OX1R antag-1	OX1R antag-2	CHT PAM
COc1ccc(-c2cc(C(=O)N3CCCCC3)no2)cc1OC	12	-4	i
COc1ccc(OC)c(S(=O)(=O)N2CCCC(C(=O)NCc3ccncc3)C2)c1 (centres undefined)	6	-24	i
COc1ccc(C2=NOC(C)(c3nnc(-c4ccncc4)o3)C2)cc1 (centres undefined)	6	7	i
COc1cccc2c1oc1c(SCc3nc4ccccc4[nH]3)nc(C)nc12	38	-19	/
COc1ccc(-n2ccnc(SCC(=O)NCc3ccc(C)cc3)c2=O)cc1Cl	16	-31	i
COCCn1c(-c2ccc(OC)cc2)cnc1SCC(=O)Nc1ccc(OC)cc1OC	30	-33	i
COc1ccc(Cl)cc1-n1c(C)cc(C=O)c1C	34	-13	i
C=CCN1C(=O)C(CC(=O)NCC)SC1=Nc1ccccc1OC (centres undefined)	19	-8	i
CCCC(O)(c1ccc(OC)cc1)C(CN(C)C)c1ccccc1 (centres undefined)	6	-33	i

The list continues:
SMILES	OX1R antag-1	OX1R antag-2	CHT PAM
CCOC(=O)c1cn(CC)c2cc(F)c(F)cc2c1=O	0	-8	7*
O=C(Nc1ccc(C(=O)O)cc1)/C(=C\c1ccc2c(c1)OCO2)NC(=O)c1ccco1	6	2	i
COc1ccccc1N1CCN(S(=O)(=O)c2ccc(NC(C)=O)cc2)CC1	0	-17	i
CCN1C(=O)N(CC)C2C1N(CO)C(=O)N2CO (centres undefined)	10	-9	i
Cc1ccc(SC(CC(=O)c2ccc(C(C)(C)C)cc2)C(=O)O)cc1 (centres undefined)	14	14	i
COC(=O)c1cc2nc(-c3ccc(OC)c(OC)c3)cc(C(F)(F)F)n2n1	13	-13	i
O=C(COC(=O)Cc1ccc(Cl)cc1)NCCc1ccccc1	2	15	/
Nc1c(Cl)cc(-c2cn(CCC(=O)O)c(-c3ccncc3)n2)cc1Cl	24	1	i
O=C(Nc1ccccc1F)C(=Cc1sc(N2CCOCC2)nc1-c1ccccc1)C(=O)Nc1ccccc1F	11	-10	i
COc1ccc2[nH]c(=O)c(CN(CCO)S(=O)(=O)c3c(C)ccc4nsnc34)cc2c1	42	-15	i
CCOC(=O)Cn1nc(C)n(-c2c(C)cccc2C)c1=O	9	-3	i
N#Cc1nc(COc2ccccc2F)oc1NCc1ccc(F)cc1	13	-18	i
CS(=O)(=O)Nc1ccc(C2=NN(C(=O)CCCC(=O)O)C(c3cccs3)C2)cc1 (centres undefined)	-5	-8	i
COc1ccc(N2CCN(C(=O)c3ccc4c(=O)n(CC5CCCO5)c(=O)[nH]c4c3)CC2)cc1 (centres undefined)	6	-21	i
COc1ccccc1CNC(=O)COC(=O)c1ccc(S(=O)(=O)N2CCCC2)cc1	17	-27	i
COc1ccc2nc(NC(=O)Cn3cnc4ccccc4c3=O)sc2c1	3	-8	i
COc1ccccc1/C=C/C(=O)c1ccc(Cl)cc1	15	-19	i
Cc1nn(-c2ccccc2)c(C)c1C(=O)OCC(=O)NC(=O)NC1CCCC1	9	-34	i
COc1cc(NC(=O)c2ccc3nsnc3c2)cc(OC)c1OC	24	-8	i
CCc1cc(=O)oc2cc(C)cc(OC(C)C(=O)NC3CCN(Cc4ccccc4)CC3)c12 (centres undefined)	5	-24	i
Cc1nc(-c2cccc(NS(=O)(=O)c3cccc4ccccc34)c2)cs1	8	-20	i
CC(=O)c1ccc(N2CCN(C(=O)CCCc3nc4ccccc4s3)CC2)cc1	18	-16	i
CCOC(=O)C1=C(COC(=O)CC(C)c2ccccc2)NC(=O)NC1C (centres undefined)	3	3	/
O=C(CSc1n[nH]c(-c2cccnc2)n1)Nc1ccc([N+](=O)[O-])cc1Br	25	-16	i
COc1ccc(N/C=C2/Sc3ccccc3NC2=O)cc1	12	-29	i

Next compounds follow:
SMILES	OX1R antag-1	OX1R antag-2	CHT PAM
CCCN1CCC(NC(=O)Cc2ccccc2OC)CC1	-9	-8	i
COc1ccc(N2CCN(C(=O)c3ccc(CNc4c(N5CCOCC5)c(=O)c4=O)cc3)CC2)cc1	6	-14	i
CN(C)CCN1C(=O)C(O)=C(C(=O)c2ccco2)C1c1ccccc1F (centres undefined)	14	-14	i
CC(C(=O)NCc1ccccc1)N1C(=O)C2CC=C(Cl)CC2C1=O (centres undefined)	20	-16	i
COc1ccc(C2CC(c3cccc(C)c3)n3nc(N)nc3N2)cc1 (centres undefined)	4	2	i
COc1ccc(-c2cc(C(=O)N3CCN(c4ccc(F)cc4)CC3)no2)cc1	15	-23	i
Cc1cc(=O)c(C(=O)Nc2cccc(N3CCCC3=O)c2)nn1-c1ccccc1Cl	-2	-15	/
CC1(C)C2CCC(C2)C1C/C=N/NC(N)=S (centres undefined)	4	-4	i
O=C(CN1CSCC1=O)N1CCN(S(=O)(=O)c2cccc(F)c2)CC1	5	-14	/
COc1ccc(NC(=O)CS(=O)CC(=O)NCc2cccc(C(F)(F)F)c2)cc1 (centres undefined)	8	-20	i
O=C(CNc1cc(S(=O)(=O)N2CCOCC2)ccc1NCC1CCCO1)Nc1ccccc1F (centres undefined)	15	-20	i
CC1CN(c2oc(-c3ccco3)nc2S(=O)(=O)c2ccccc2)CC(C)O1 (centres undefined)	11	-23	i
CCOc1ccccc1N1CCN(C(=O)c2ccc3c(c2)OCO3)CC1	6	-12	i
O=C(CSc1ccccc1F)NNC(=O)c1ccncc1	-4	4	/
CC(C)(C)c1ccc(-n2ncc3c2CCCC3NC(=O)CCN2CCCO2)cc1 (centres undefined)	12	-1	i
Cc1sc(NC(=O)c2ccco2)c(C(Nc2ccccn2)c2ccccc2)c1C (centres undefined)	19	-26	i
COc1ccccc1CNC(=O)COC(=O)CC1CC2CCC1C2 (centres undefined)	-1	11	/
Cn1cnnc1Sc1ccc(C(=O)OCC(=O)Nc2cc(Cl)cc(Cl)c2)cc1[N+](=O)[O-]	15	-13	i
COCCN1Cc2cccc(C(=O)NC3CCCCCC3)c2C1=O	23	-22	i
CC(OC(=O)c1ccc(Cl)c(S(=O)(=O)N2CCOCC2)c1)C(=O)Nc1ccc(S(N)(=O)=O)cc1 (centres undefined)	10	4	i
O=C(O)c1ccc(-n2nc(-c3ccccc3)c3ccccc3c2=O)cc1	18	-10	i
COc1ccccc1CNC(=O)c1ccc(OC(F)F)c(OC)c1	16	-8	i
Cn1nnnc1SCCNCC#Cc1ccccc1	18	-14	i
Cc1onc(-c2ccccc2Cl)c1C(=O)N1CCc2ccccc21	17	-28	i
COc1cc(-c2nnc(SCC(=O)c3ccccc3)o2)cc(OC)c1OC	24	-16	i

Record cards, from the list above. Screens in order: OX1R antag-1, OX1R antag-2, CHT PAM
COc1ccc2nc(NC(=O)Cn3cnc4ccccc4c3=O)sc2c1 reads 3, -8, i
CCOc1ccccc1N1CCN(C(=O)c2ccc3c(c2)OCO3)CC1 reads 6, -12, i

Filtered by structure: those above containing a thiophene ring, fused or not (4)
SMILES	OX1R antag-1	OX1R antag-2	CHT PAM
O=S(=O)(Nc1ncnc2sc3c(c12)CCC3)c1ccc2ccccc2c1	54	-24	i
N#Cc1c(NC(=O)c2ccccc2)sc2c1CCCCC2	19	-34	i
CS(=O)(=O)Nc1ccc(C2=NN(C(=O)CCCC(=O)O)C(c3cccs3)C2)cc1 (centres undefined)	-5	-8	i
Cc1sc(NC(=O)c2ccco2)c(C(Nc2ccccn2)c2ccccc2)c1C (centres undefined)	19	-26	i

Next section.
SMILES	OX1R antag-1	OX1R antag-2	CHT PAM
CCc1ccc(S(=O)(=O)NCc2ccc(N3CCN(C)CC3)cc2)cc1	9	-5	i
CC(c1ccccc1C(O)c1ccccc1)N(C)C (centres undefined)	13	-12	i
Cc1ccc(Oc2ncnc(N)c2[N+](=O)[O-])cc1	20	15	i
O=C(CNC(=O)c1ccc2c(c1)OCCO2)N/N=C/c1ccc([N+](=O)[O-])cc1	46	-25	i
Nc1ccc(Oc2cc(N)cc(Oc3ccccc3)c2)cc1	9	6	i
CCOc1ccc(NC(=O)CCC(=O)OC)cc1	6	-3	i
COc1ccc(N2C(=O)NC3CC2(C)Oc2ccc(Cl)cc23)cc1OC (centres undefined)	32	-4	i

Source: PubChem BioAssay (several laboratories)
